# High-throughput results as filed in PubChem BioAssay.
# CAL PDZ FP-1: blocks peptide binding to the human CAL PDZ domain; purified CAL PDZ, TMR-peptide fluorescence polarization, 1 h; 300,000 compounds, 0.92% hits; AID 602252; Q9HD26; inhibition, % at 24.9 µM;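 active = mean inhibition of at least 30% with at least half of replicates also reaching 30%; inconclusive = no clear call, values can overlap the other calls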;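 note: 0% = DMSO neutral control and 100% = excess unlabeled competitor peptide PRC23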
# dFosB act: enhances mouse delta FosB homodimer DNA binding | purified delta FosB, TAMRA-CDK5 oligo fluorescence polarization; percent of positive-control signal above neutral wells | 340,000 compounds, 0.99% hits | activation, % at 25 µM;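 active = mean activation above about 17%, with every replicate also reaching it, limit read from the data, passing the limit was not always enough; inconclusive = only one of the two conditions met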;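 note: fluorescence polarization rise as delta FosB binds a TAMRA Cdk5 AP-1 oligo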
# Target sequence (P13346 whole entry, looked up): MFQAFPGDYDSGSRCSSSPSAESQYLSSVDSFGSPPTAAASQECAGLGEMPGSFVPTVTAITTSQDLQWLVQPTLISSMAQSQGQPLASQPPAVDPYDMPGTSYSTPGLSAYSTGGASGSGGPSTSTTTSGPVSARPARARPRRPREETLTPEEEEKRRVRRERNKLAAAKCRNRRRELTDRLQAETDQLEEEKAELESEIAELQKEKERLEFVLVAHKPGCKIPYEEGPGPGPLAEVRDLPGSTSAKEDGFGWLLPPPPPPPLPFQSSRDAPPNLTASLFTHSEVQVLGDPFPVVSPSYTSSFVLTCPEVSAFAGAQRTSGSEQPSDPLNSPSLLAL
# Rtt109 HAT inh: blocks Candida albicans Rtt109/Vps75 acetyltransferase activity | Q5AAJ8 | purified Rtt109/Vps75, ThioGlo CoA-SH fluorescence, 4 h | inhibition, % at 34.9 µM | 330,000 compounds, 0.16% hits | AID 540336;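 active = inhibition of at least 50% in every replicate; inconclusive = best replicate reaches 50% inhibition but some replicates fall short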
# Target sequence (Q5AAJ8 whole entry, looked up): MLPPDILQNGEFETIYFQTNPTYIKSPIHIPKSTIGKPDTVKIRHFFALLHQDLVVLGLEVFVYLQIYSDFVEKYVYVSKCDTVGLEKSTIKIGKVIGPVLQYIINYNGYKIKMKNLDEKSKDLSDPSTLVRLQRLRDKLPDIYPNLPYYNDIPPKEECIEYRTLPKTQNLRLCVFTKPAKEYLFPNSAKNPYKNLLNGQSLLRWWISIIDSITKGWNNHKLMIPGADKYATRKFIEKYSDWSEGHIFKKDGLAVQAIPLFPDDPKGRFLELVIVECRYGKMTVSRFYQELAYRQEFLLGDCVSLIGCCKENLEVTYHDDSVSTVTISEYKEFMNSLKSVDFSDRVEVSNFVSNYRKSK
# Tat transport: blocks Tat-dependent protein export in E. coli | 340,000 compounds, 0.036% hits | inhibition, % at 10 µM | E. coli MC4100 TorA-mCherry Tat export, fluorescence;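 active = mean replicate inhibition at least 50% and at least half of replicates individually reaching 50%; inconclusive = only one of the two criteria met; inactive = neither criterion met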;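 note: exported cargo escapes ClpAP degradation while cytoplasmic cargo is degraded and loses fluorescence; 0% = median of neutral control wells and 100% = median of NaSCN control wells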
# CAL PDZ FP-2: human CAL PDZ-peptide interaction inhibition. AID 504414. inhibition, % at 20 µM. 330,000 compounds, 0.02% hits. purified CAL PDZ, TMR-peptide fluorescence polarization, 1 h;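 active = highest replicate inhibition of at least 40%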;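 note: plate controls were DMSO neutral control wells for no effect and unlabeled competitor peptide control wells for full effect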
#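 Assay system – tagged CAL PDZ protein CerCALP, purified · Timing – 1 h at RT · Compound – single point, 20 µM · Measured by – fluorescence polarization from S- and P-plane intensities, G-factor corrected · Evaluation – inhibition from polarization loss · Probe or stimulus – TMR reporter peptide T*-PRC34 · Buffer or medium – pH 7.4 phosphate-saline buffer, reducing agent, detergent, IgG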
# RTF Ca sens act: increases calcium sensitivity of human cardiac regulated thin filaments; 340,000 compounds, 0.24% hits; activation, % at 7.2 µM; IANBD-labeled TnC RTF fluorescence at EC20 calcium; 0% EC20 calcium, 100% full calcium; P19429+P45379; AID 493008;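 active = activation above the mean over all tested compounds plus 3 SD, cut at about 30% in these data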;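 note: rise in fluorescence read as greater calcium sensitivity of cardiac thin filaments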
# CDK5 inh: CDK5/p35 (human) kinase inhibition; 330,000 compounds, 0.01% hits; inhibition, % at 10 µM; Recombinant CDK5/p35, ADP-Glo luminescence, 60 min; AID 488839; Q00535+Q15078;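 active = highest replicate inhibition of at least 50% and at least 75% of replicates reaching 50%; inconclusive = only one of the two criteria met; inactive = both criteria failed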;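 note: plate controls were DMSO neutral control for no effect and GW8510 at 10 µM for full effect; many of its hits are not listed in these tables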
# V-ATPase pHluor: yeast V-ATPase proton transport regulation by pHLuorin; 350,000 compounds, 0.37% hits; response, % at 10 µM; S. cerevisiae, pHLuorin cytosolic pH fluorescence; in the data active = response mostly above about 7.3%, no sharp cut-off; inactive = mostly below about 5.4%; note: actives read high; inactives centre near 0; some compounds called inactive have numbers as strong as hits; reference of the scale not given here
# MITF TRPM1 HTS: activators of MITF-driven TRPM1 promoter activity in SK-MEL-5 cells. 300,000 compounds, 0.75% hits. AID 588334. SK-MEL-5 TRPM1-promoter luciferase, 24 h; % of positive control, neutral wells = 0. activation, % at 12.5 µM;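 active = mean activation of at least 80% with every replicate also reaching 80%; inconclusive = mean reaches 80% but some replicate falls short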;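 note: 0% = neutral control wells and 100% = parthenolide positive control wells; values of inactives mirror those of a sister screen read the other way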
# Wnt bcat act: Wnt/beta-catenin pathway activation. 300,000 compounds, 1.2% hits. AID 743398. Wnt/beta-catenin reporter cell assay, activator, plate reader. activation, % at 9.35 µM; in the data active = activation above about 30%, passing the limit was not always enough; inconclusive = no clear call, values can overlap the other calls;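 note: 0% = neutral control wells and 100% = positive control wells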
# * marks the source's active call; other numbers are inactive results; ? = inconclusive; / = no result given. Hits appear at their usual frequency. Share with any hit: about 4.1%.
SMILES,CAL PDZ FP-1,dFosB act,Rtt109 HAT inh,Tat transport,CAL PDZ FP-2,RTF Ca sens act,CDK5 inh,V-ATPase pHluor,MITF TRPM1 HTS,Wnt bcat act
Cc1cccc(C)c1NC(=S)NCCc1ccc(O)c(O)c1,-5,-7,4,-8,-0.3,3,0.7,2,-3,-1
O=C(CCn1ccnc1)Nc1ccc2ccccc2c1,-5,1,-3,-2,-0.4,-6,0.2,1,-4,2
Cn1c(CCc2nc3ccccc3[nH]2)n[nH]c1=S,-4,-5,-2,-8,-1.8,-3,0.3,0,3,0
O=C(C1=C[C@@H](c2ccccc2)C[C@@H](OCc2ccc(CO)cc2)O1)N1CCN(Cc2ccc3c(c2)OCO3)CC1,-4,-3,-2,8,-0.1,10,2.1,-3,-9,-4
COCCCC1CCN(C(=O)C2CCC(=O)N(CCc3ccccc3)C2)CC1 (configuration not stated),/,0,12,-5,0.4,-2,-0.1,0,31,20
Cc1cc(=O)oc2c(CN3CCOCC3)c(O)ccc12,7,1,-441,2,-0.3,-6,-0.2,-1,-12,1
CCC(CO)n1cnnc1-c1ccncc1 (configuration not stated),-4,-1,-13,0,-0.8,-8,0.6,-7,-3,-1
CC(=O)N1CCN(CC(=O)Nc2ccc(Cl)c(S(=O)(=O)N(C)C)c2)CC1,-2,-4,5,2,-2.5,0,0.4,2,-3,1
Cc1nc(NC(=S)NC(=O)c2ccco2)sc1C(=O)N(C)C,/,2,-4,-9,-0.4,-3,-2.6,-1,17,0
COC(=O)c1ccc(C23CC4(C2)[C@H](CN(Cc2cccnc2)[C@@H]4c2ccccc2)C3c2ccc(Cl)nc2)cc1 (some centres not stated),-1,24*,-10,-7,-1.6,-6,0.6,1,-6,3
Cc1ccc(Cn2c(C3CCCN3c3nc(-c4cc(Cl)c(N)c(Cl)c4)cs3)nc3cc(C(=O)NCCCO)ccc32)cc1 (configuration not stated),-4,-7,12,1,0.6,0,-2.4,-1,-2,-6
Cc1cccc(NC(=O)c2cc(NC(=O)C3CCCCC3C(=O)O)ccc2N2CCOCC2)c1 (configuration not stated),-1,-2,11,2,-2.9,1,1.1,0,-1,-2
O=C1CC(c2ccccc2)CC(=O)C1CS(=O)(=O)c1ccccc1 (configuration not stated),/,3,?,9,-0.3,1,-0.5,-2,-12,1
O=[N+]([O-])c1cccc2cnccc12,-4,-6,2,-9,-1.1,-5,0.9,-1,-3,-6
CN1CCC(=O)N([C@H](CO)Cc2ccccc2)CC1,-1,0,0,-4,0.6,-1,1.2,3,4,1
CC1(C)CC(=O)C2=C(C1)Oc1ncn(Cc3ccco3)c(=N)c1C2c1ccccc1 (configuration not stated),-6,0,7,-2,-0.7,0,4.0,-1,-8,/
C=CCn1c(=NC(=O)C2COc3ccccc3O2)sc2cc(S(N)(=O)=O)ccc21 (configuration not stated),0,-2,4,0,-1.4,0,0.7,-1,24,-8
Cc1ccc(OCc2nc(-c3cccs3)no2)c([N+](=O)[O-])c1,6,-4,0,-1,-0.1,1,-0.9,0,76,15
COc1ccc(C(=O)NN=C2CCCC2)c(OC)c1,-1,4,8,8,-0.5,1,-3.5,2,0,-1
COC(=O)c1ccc(C(=O)OC)c(NC(=S)N2CCN(c3ccccn3)CC2)c1,8,-3,0,1,-1.4,-1,-0.2,-2,-7,-1
O=C(CSC(=S)N1CCOCC1)c1cc(Br)cc(Br)c1O,-2,-4,14,-11,-1.9,9,0.9,-7,/,-3
O=C(NCc1nnc(SCC(=O)N2CCCCCC2)o1)c1ccccc1F,-8,2,9,-1,-1.4,-11,-0.9,5,-1,-2
Cc1ccc(C)c(NC(=S)N2CCN(S(C)(=O)=O)CC2)c1,-3,3,-3,0,-1.6,-3,-0.3,-2,2,1
CCN(C(=S)NCCOC)c1cccc2ccccc12,1,-5,-2,-8,0.1,0,0.1,5,-10,-1
O=c1oc2c3c(nn2c2ccccc12)CCCC3,-1,-11,6,9,-3.1,5,0.7,-4,0,-3
COc1cc(F)ccc1CN1CCC(n2nccc2NC(=O)C2CCOC2)CC1 (configuration not stated),-2,-14,-3,-4,-2.1,1,-0.6,2,-1,1
CC(C)CN(CC(C)C)C(=S)Nc1ccc(Cl)cc1,-1,-8,9,3,-2.2,0,3.6,-1,-15,3
CC(C)C(=O)Nc1nnc(Cc2c[nH]c3ccccc23)s1,15,-5,2,-1,0.4,-3,0.7,-3,/,0
O=C(c1ccc(COCC(F)(F)F)o1)N1CCCC1,/,-5,-10,-5,-0.4,2,1.1,0,-10,0
N#Cc1c(N)nc(SCC(=O)NC2CCCCC2)c(C#N)c1-c1ccc(Cl)cc1,-3,15,2,-5,0.1,-9,-0.6,3,4,/
Cc1cc2nc3ccc(N(C)C)cc3nc2cc1N,-2,-90,19,-263,3.6,9,1.4,4,/,29
CCC(C)NC(=O)c1nc2c(nnn2Cc2ccccc2Cl)c(=O)[nH]1 (configuration not stated),1,-3,3,-9,-1.1,8,-0.7,-4,-4,-3
COc1ccccc1C(=O)OC(C)CN1CCN(C)CC1 (configuration not stated),0,3,1,-7,0.2,5,-0.6,-2,/,0
N#C/C(=C\c1cccnc1)c1ccc(Br)cc1,-7,-14,1,-6,-2.7,-6,-0.5,0,29,6
COc1cc(/C=N/n2nnnc2N)cc(Cl)c1OC,/,-9,-3,-2,-0.2,-6,6.9,2,/,2
CC(Oc1ccccc1F)C(=O)NC1CCS(=O)(=O)C1 (configuration not stated),/,-2,-1,-1,-1.2,-8,-0.1,-2,-3,3
CCC(C)(C)NC(=O)C(c1cccc(OC)c1OC)N(CCOC)C(=O)CCC(=O)Nc1cc(C)on1 (configuration not stated),-3,-4,8,-1,-2.9,4,-1.6,-2,9,-1
Cc1cc(NC(=O)COC(=O)c2ccc(S(=O)(=O)N3CCCC3)cc2)no1,/,-1,-3,1,-0.8,3,-3.2,2,0,-2
N=c1c2ccccc2nnn1-c1ccccc1[N+](=O)[O-],-2,-5,6,-2,-0.6,-9,-0.3,-7,4,0
CC(C)OP(=O)(OC(C)C)C(NC(=O)c1cccc([N+](=O)[O-])c1)C(N)=O (configuration not stated),-1,-2,-3,-2,-0.1,3,0.9,9,6,-3
Cc1noc(C)c1COc1ccc(C(=O)NCC2CCCO2)cc1 (configuration not stated),5,4,1,-6,/,6,-0.7,-1,-8,-2
CCc1ccccc1NC1c2ccccc2C(=O)N1c1cc(C)ccn1 (configuration not stated),5,0,-8,-7,0.4,3,-2.0,-1,/,0
O=C(CC(Nc1ccc(Cl)cc1Cl)C(=O)O)c1ccccc1 (configuration not stated),-3,-1,19,20,-3.5,0,0.0,0,-14,-13
O=C(NC1CCCCC1)C(c1ccco1)N(Cc1cccs1)C(=O)Cn1nnc2ccccc21 (configuration not stated),0,3,-1,-5,0.8,-4,0.2,14,4,/
CC(=O)c1ccc(N(CC(=O)NC2CCS(=O)(=O)C2)S(=O)(=O)c2ccc(C)cc2)cc1 (configuration not stated),-2,-3,-1,-2,0.5,2,-0.5,-3,2,-5
O=C1CN(C(=O)N[C@@H](Cc2ccccc2)C(=O)N[C@H](C(=O)O)c2ccccc2)c2ccccc2N1,-3,-2,1,-5,-2.9,-5,/,2,-1,2
CC(=O)N1CCN(c2ccc(Oc3nnnn3-c3ccccc3)cc2)CC1,-2,-3,2,2,-0.5,3,-0.2,-2,/,-2
CC1=C(O)C(=O)OC1c1c(Cl)cccc1Cl (configuration not stated),/,4,4,-1,-1.3,3,-2.6,-3,/,-3
CSc1cccc(NC(=O)c2cc(S(=O)(=O)N3CCc4ccccc43)cn2C)c1,/,-9,-1,0,-0.7,-1,0.7,-2,/,0
O=C(NCc1cccnc1)C1CCC(CNS(=O)(=O)c2ccc(Cl)cc2)CC1 (configuration not stated),3,-4,-8,2,0.4,2,-1.6,-4,0,-2
CCc1nc(SCc2ccc(F)cc2)[nH]c(=O)c1C#N,-4,-7,-4,11,-2.8,4,-3.2,1,-2,-3
Cc1c(NP(=O)(Oc2ccccc2F)Oc2ccccc2F)c(=O)n(-c2ccccc2)n1C,-5,-5,2,-5,-3.4,0,-1.1,1,3,0
CC1CCCCN1S(=O)(=O)c1ccc2c(c1)CCN2C(=O)CCC(=O)O (configuration not stated),-1,9,-4,-3,-1.1,3,0.6,0,-1,/
O=C(Nc1cccnc1)/C(N=Nc1ccc(Cl)c(C(F)(F)F)c1)=C(\O)c1ccccc1,2,-9,8,-6,-2.3,8,-0.8,4,1,/
C=CCC(=O)N1CCCC(CO)(Cc2ccc(F)cc2F)C1 (configuration not stated),4,-1,-3,3,-0.5,7,0.5,1,/,0
O=C(CCCOc1ccc(Cl)cc1)Nc1nncs1,-1,15,-1,0,-1.7,2,-1.1,-4,/,2
CN1CCN(S(=O)(=O)c2ccc(N(C)Cc3ccc(C(F)(F)F)cc3)c([N+](=O)[O-])c2)CC1,-4,-7,0,1,-1.2,-7,-0.8,4,-14,-9
CCOC(=O)C1=C(O)/C(=C\c2cc(C)n(-c3ccc(F)cc3)c2C)N=C1C,-6,-5,2,-5,-0.2,7,-1.3,-2,-4,-3
Cc1ccc(S(=O)(=O)NCC(=O)OCC(=O)NC2CCCCC2)cc1,-10,-8,?,-1,-0.6,-4,-0.1,-3,9,-1
O=C1CC(N2CCOCC2)=NN1c1ccc([N+](=O)[O-])cc1,-1,-8,-1,4,-3.5,6,-1.3,7,/,4
# The list continues.
SMILES,CAL PDZ FP-1,dFosB act,Rtt109 HAT inh,Tat transport,CAL PDZ FP-2,RTF Ca sens act,CDK5 inh,V-ATPase pHluor,MITF TRPM1 HTS,Wnt bcat act
O=C(NCC1CCN(S(=O)(=O)c2ccccc2)CC1)Nc1ccccc1,-3,-6,0,-6,0.4,5,-0.4,-4,-15,4
CCOC(=O)c1ccc(NS(=O)(=O)c2ccc(-c3coc(C)n3)cc2)cc1,-2,-6,-8,4,-2.7,4,-0.5,7,9,4
COc1cccc(Oc2ccc(OC)cc2C(=O)O)c1,-1,-6,-1,-4,-0.1,2,-1.3,0,-4,-1
O=C(O)CC12CC3CC(C1)CC(n1cncn1)(C3)C2,0,-2,1,0,-0.3,-2,0.2,-4,5,0
CSC(=O)CC(=O)NC(=O)c1ccccc1,-1,0,8,1,0.4,0,0.2,1,-6,-4
Cc1ccc(CONS(=O)(=O)c2cc(C)ccc2C)cc1,-2,-6,-3,6,-0.2,-8,1.7,-1,9,1
